Compound activity as filed in PubChem BioAssay.
Akt phos inh: inhibitors of Akt phosphorylation; Neuro2A IGF-stimulated pAkt S473 HTRF, 20 min; stronger effect = lower value; activity change, % for hits at 50 µM; 360,000 compounds, 0.32% hits; AID 651550; in the data active = activity change below about -80%; inconclusive = mostly about -51% to -80%; also: % is scaled to controls: 0 for no effect and ±100 for the full control effect
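Neuro2A cells (4,500/well, DMEM with 0.5% FBS) were treated with compound at a single 50 µM final concentration, stimulated with 6 nM IGF for 20 min at 37 °C, and lysed. Phospho-Akt Ser473 was read by HTRF as 665/615 ratio ×10^4.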
PTHR1 ag: agonists of human PTHR1 parathyroid hormone receptor; HEK293 GP2 PTHR1 cells, GloSensor cAMP luminescence, 1 h; AID 743266; Potency, µM (doses to about 115 µM), inactives show top-dose activation, hits mostly activators; 410,000 compounds, 0.075% hits; also: potency is read from the fitted curve at half-maximal effect; nearly all actives have a fitted effect of over 55% in size; some results filed as inactive show a strong effect at the top dose; inactives centre near -15; many of its hits are not listed in these tables
Target sequence (Q03431 whole entry, looked up): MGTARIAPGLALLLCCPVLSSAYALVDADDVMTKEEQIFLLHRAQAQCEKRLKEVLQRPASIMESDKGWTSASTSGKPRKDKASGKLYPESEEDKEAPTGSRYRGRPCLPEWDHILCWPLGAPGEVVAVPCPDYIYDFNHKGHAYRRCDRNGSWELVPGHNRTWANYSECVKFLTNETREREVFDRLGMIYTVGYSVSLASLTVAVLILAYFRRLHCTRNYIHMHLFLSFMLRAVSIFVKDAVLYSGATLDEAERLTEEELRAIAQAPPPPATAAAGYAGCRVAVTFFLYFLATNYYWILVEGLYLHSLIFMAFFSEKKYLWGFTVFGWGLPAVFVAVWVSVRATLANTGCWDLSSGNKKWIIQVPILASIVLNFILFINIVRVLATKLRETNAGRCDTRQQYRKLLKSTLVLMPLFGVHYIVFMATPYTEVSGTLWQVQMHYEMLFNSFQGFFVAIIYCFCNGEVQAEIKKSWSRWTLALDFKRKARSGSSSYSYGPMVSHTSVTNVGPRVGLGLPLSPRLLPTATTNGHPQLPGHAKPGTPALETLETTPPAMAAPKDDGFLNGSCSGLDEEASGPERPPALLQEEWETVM
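HEK-293-derived GP2 cells expressing PTHR1 and a GloSensor cAMP reporter, 3,000/well, plated overnight, given luciferin plus IBMX (each 0.5 mM as added) for 1 h at 37 °C, then compound for 1 h at 37 °C. Luminescence was read after 15 min at room temperature.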
DRD3 antagonist: antagonists of human D3 dopamine receptor; D3R cells, DiscoveRx beta-arrestin luminescence, antagonist mode; stronger effect = lower value; max response, negative = inhibition, %; 360,000 compounds, 2.5% hits; in the data active = max response below about -50%; inconclusive = no clear call, values can overlap the other calls; also: % is scaled to controls: 0 for no effect and ±100 for the full control effect; mostly tested at two doses, the higher about 12 µM
Target sequence (P35462 whole entry, looked up): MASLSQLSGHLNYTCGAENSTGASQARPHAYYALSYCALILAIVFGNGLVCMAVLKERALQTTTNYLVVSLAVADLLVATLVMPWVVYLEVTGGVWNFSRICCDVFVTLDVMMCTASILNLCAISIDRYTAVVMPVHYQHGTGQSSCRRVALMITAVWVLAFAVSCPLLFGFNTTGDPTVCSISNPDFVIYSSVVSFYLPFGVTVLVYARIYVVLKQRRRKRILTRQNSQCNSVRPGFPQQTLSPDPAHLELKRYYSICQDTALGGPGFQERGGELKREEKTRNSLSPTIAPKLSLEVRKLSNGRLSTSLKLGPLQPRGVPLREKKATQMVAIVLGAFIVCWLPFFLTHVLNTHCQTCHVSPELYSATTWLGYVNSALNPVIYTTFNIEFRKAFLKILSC
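Cells expressing the human receptor were seeded at 1500 cells/well, incubated overnight at 37 degrees C in 5% CO2, then exposed to library compounds with dopamine controls for 90 minutes at 37 degrees C before luminescent detection.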
Mm-Cpn inhibitor: inhibitors of Methanococcus maripaludis chaperonin (MmCpn); purified Mm-Cpn ATPase, ADP Transcreener TR-FRET; Potency, µM (top dose mostly 76.9 µM), inactives show at the highest dose activity, negative = inhibition, most hits filed as inhibitors; 330,000 compounds, 0.031% hits; also: potency is read from the fitted curve at half-maximal effect; % is scaled to controls: 0 for no effect and ±100 for the full control effect; nearly all actives have a fitted effect of over 80% in size
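Purified archaeal Mm-CPN (25nM final) preincubated 10 min at 37degC with compound, then 10uM ATP for 30 min at 37degC; ADP measured by HTRF Transcreener TR-FRET; buffer 30 mM TRIS pH 7.4, 100mM KCl, 5mM MgCl2, 1mM DTT.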
D3 ag: agonists of human D3 dopamine receptor | P35462 | D3R DiscoveRx beta-arrestin cells, luminescence, 90 min | max activation, % | 410,000 compounds, 0.58% hits; in the data active = max activation above about 30%; also: 0% is about no effect; mostly tested at two doses, the higher about 12 µM
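Cells at 1500/well, incubated overnight, then treated with pinned compounds (dopamine as control) for 90 min at 37 degrees C. DiscoveRx reagent added for 30 - 60 minutes at room temperature; luminescence read.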
EPAC2 ag: EPAC2 (human) agonism; Q8WZA2; EPAC2 activation, biochemical qHTS; response scale: 100% = 6.5 mM cAMP response; Potency, µM (series often up to 154 µM), without a hit: top-dose activation, hits mostly activators; 360,000 compounds, 0.079% hits; also: potency is read from the fitted curve at half-maximal effect; nearly all actives have a fitted effect of over 50% in size
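Nucleotide exchange monitored as fluorescence drop when BODIPY-GDP leaves Rap1B. Reaction: 100 nM EPAC2, 250 nM RAP1B-BODIPY-GDP, 50 uM GDP, room temperature, kinetic read over 30 min. Activity expressed relative to 6.5 mM cAMP.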
CCT modulator: cytosolic chaperonin activity modulation. activity change, % (concentration not given with the values), hits read low. purified chaperonin ATPase assay, HTRF ADP detection, 30 min. 360,000 compounds, 0.3% hits; in the data active = activity change below about -30%; also: % is scaled to controls: 0 for no effect and ±100 for the full control effect
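Nucleotide hydrolysis assay: TRiC at 20–40 nM final (set by batch activity) with 10 uM ATP, 30 min at 37 °C, in presence of 76 uM compound. Detection by competitive ADP HTRF, 30 min ambient.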
EPAC2 antag: blocks human EPAC2 exchange factor | Q8WZA2 | EPAC2 GEF exchange of Rap1B-BODIPY-GDP, fluorescence | Potency, µM (highest dose often 114 µM), for the others: at the top dose activity, negative = inhibition, actives largely listed as inhibitors | 360,000 compounds, 0.18% hits | AID 720708; also: potency is read from the fitted curve at half-maximal effect; % is scaled to controls: 0 for no effect and ±100 for the full control effect; nearly all actives have a fitted effect of over 45% in size; many of its hits are not listed in these tables
Numbers without * were called inactive; [ ] = another dose, or the depositor's remark. Unless noted, calls follow the shape of the dose curve; as a rule, active = well fitted curve in the direction sought with a large enough effect; inconclusive = small, poorly fitted or top-dose-only effect, or another doubt; inactive = no such curve, though single readings can be large; an effect the other way counts as inactive or inconclusive. This is a subset; count on the stated rates, not on these rows.

Screening C[C@@H]1CN([C@H](C)CO)C(=O)CCCn2nncc2CO[C@@H]1CN(C)C(=O)c1ccncc1 returned Akt phos inh inactive, PTHR1 ag -17%, DRD3 antagonist inconclusive, D3 ag -13, EPAC2 ag 11%, CCT modulator -2.4 and EPAC2 antag 7%.
`Cc1ccc(NC(=O)CCC(=O)Nc2ccc(C)cc2)cc1` gave Akt phos inh inactive, PTHR1 ag -36%[inhibitor], DRD3 antagonist 16, Mm-Cpn inhibitor 3%, D3 ag 2, EPAC2 ag 7%, CCT modulator 1.3 and EPAC2 antag 13%.
Screening O=S1(=O)N=C(Oc2ccccc2)c2ccccc21 returned Akt phos inh inactive, PTHR1 ag inactive, DRD3 antagonist inconclusive, Mm-Cpn inhibitor 1%, D3 ag -5, EPAC2 ag 12%, CCT modulator -0.3 and EPAC2 antag -1%.
For CC1C(=O)N2CCCc3cc(NC(=O)C(=O)NCCc4ccc(F)cc4)cc1c32 (stereo not drawn) the results were Akt phos inh inactive, PTHR1 ag -16%, DRD3 antagonist 15, Mm-Cpn inhibitor 1%, D3 ag -1, EPAC2 ag -8%, CCT modulator 0.1 and EPAC2 antag 2%.
CCCN(CCC)S(=O)(=O)c1ccc(NC(=O)COc2ccccc2)cc1 was read as Akt phos inh inactive, PTHR1 ag -11%, DRD3 antagonist -26, Mm-Cpn inhibitor -1%, D3 ag -21, EPAC2 ag 25%, CCT modulator 0.5 and EPAC2 antag -17%.
For Cc1[nH]c2ccccc2c1/C=N/NC(=O)CCC(=O)NCc1ccccc1 the results were Akt phos inh inactive, PTHR1 ag inactive, DRD3 antagonist 10, Mm-Cpn inhibitor -1%, D3 ag -8, EPAC2 ag 5%, CCT modulator 1.5 and EPAC2 antag 10%.
`Cc1nnc(NC(=O)c2c(F)c(F)c(F)c(F)c2F)s1` gave Akt phos inh inactive, PTHR1 ag -2%[57.5 µM], DRD3 antagonist -5, Mm-Cpn inhibitor 0%, D3 ag 3, EPAC2 ag -4%, CCT modulator 0.9 and EPAC2 antag 6%.
Screening CCOC(=O)Cn1nc(C)n(-c2ccccc2)c1=O returned Akt phos inh inactive, PTHR1 ag inactive, DRD3 antagonist 13, Mm-Cpn inhibitor 2%, D3 ag -6, EPAC2 ag 9%, CCT modulator -0.6 and EPAC2 antag -2%.
`CCN(CC)S(=O)(=O)c1cc([N+](=O)[O-])ccc1N1CCC(C(N)=O)CC1` gave Akt phos inh inactive, PTHR1 ag inactive, DRD3 antagonist 12, Mm-Cpn inhibitor -2%, D3 ag 2, EPAC2 ag -1%, CCT modulator 2.1 and EPAC2 antag 4%.
Screening O=C(CSc1ccccc1C(=O)N1CCN(c2ccc([N+](=O)[O-])cc2)CC1)N1CCCC1 returned Akt phos inh inactive, PTHR1 ag inactive, DRD3 antagonist 22, Mm-Cpn inhibitor -1%, D3 ag -3, EPAC2 ag -3%, CCT modulator -6.2 and EPAC2 antag -2%.
`COc1cc2[nH]c(=O)n(CCC(=O)N3CCc4ccccc4C3)c(=O)c2cc1OC` gave Akt phos inh inactive, PTHR1 ag -17%, DRD3 antagonist 1, Mm-Cpn inhibitor 1%, D3 ag 5, EPAC2 ag -2%, CCT modulator 1.6 and EPAC2 antag -1%.
`O=C(c1cnccn1)N(Cc1ccco1)C1(C(=O)NC2CCCC2)CCCCC1` gave Akt phos inh inactive, PTHR1 ag inactive, DRD3 antagonist 9, Mm-Cpn inhibitor 0%, D3 ag -4, EPAC2 ag 0%, CCT modulator -4.1 and EPAC2 antag -4%.
Screening O=C(O)CCC(NC(=O)c1ccc(Cl)cc1)C(=O)O (stereo not drawn) returned Akt phos inh inactive, PTHR1 ag inactive, DRD3 antagonist -8, Mm-Cpn inhibitor 2%, D3 ag -6, EPAC2 ag -5%, CCT modulator 1.4 and EPAC2 antag 9%.
Screening O=C(NCc1ccco1)c1cc2nc(-c3ccc4c(c3)OCO4)cc(C(F)(F)F)n2n1 returned Akt phos inh inactive, PTHR1 ag -13%[57.5 µM], DRD3 antagonist -16, Mm-Cpn inhibitor -6%, D3 ag -15, EPAC2 ag 5%, CCT modulator 0.2 and EPAC2 antag -4%.
Screening CC(C)(C)NC(=O)COC(=O)Cc1ccc(Cl)cc1 returned Akt phos inh inactive, PTHR1 ag -13%, DRD3 antagonist 16, Mm-Cpn inhibitor -1%, D3 ag -1, EPAC2 ag 4%, CCT modulator -1.7 and EPAC2 antag -5%.
Screening Cc1ccnc2nc(C(=O)OCCOc3ccc(F)cc3)nn12 returned Akt phos inh inactive, PTHR1 ag inactive, DRD3 antagonist -10, Mm-Cpn inhibitor 0%, D3 ag 0, EPAC2 ag 3%, CCT modulator 1.2 and EPAC2 antag 3%.
For CCCCNC(=O)CCCCC(=O)N/N=C/c1ccccc1Cl the results were Akt phos inh inactive, PTHR1 ag inactive, DRD3 antagonist -10, Mm-Cpn inhibitor -1%, D3 ag 3, EPAC2 ag -11%, CCT modulator -2.0 and EPAC2 antag 7%.
CCOC(=O)c1ccc(NCc2nc3ccccc3[nH]2)cc1 was read as Akt phos inh inactive, PTHR1 ag -92%, DRD3 antagonist -6, Mm-Cpn inhibitor -1%, D3 ag 5, EPAC2 ag 14%, CCT modulator -2.0 and EPAC2 antag 11%.
`CCOC(=O)NN=C1c2ccccc2-c2ccccc21` gave Akt phos inh inactive, PTHR1 ag inactive, DRD3 antagonist -13, Mm-Cpn inhibitor -4%, D3 ag 1, EPAC2 ag 2%, CCT modulator -5.1 and EPAC2 antag 4%.
Screening COc1ccc(-c2nnc(SCc3ccccc3)n2N)cc1 returned Akt phos inh inactive, PTHR1 ag inactive, DRD3 antagonist -3, Mm-Cpn inhibitor 0%, D3 ag -5, EPAC2 ag 8%, CCT modulator -2.5 and EPAC2 antag -2%.
For COc1cc(-c2nnc(SCC(=O)NC3CCCC3)n2C)cc(OC)c1O the results were Akt phos inh inactive, PTHR1 ag -11%, DRD3 antagonist 20, Mm-Cpn inhibitor -5%, D3 ag 2, EPAC2 ag -11%, CCT modulator 0.1 and EPAC2 antag -17%.
`CC(C)C(=O)Nc1nnc(CCN2CCCCC2)s1` gave Akt phos inh inactive, PTHR1 ag -3%[57.5 µM], DRD3 antagonist -9, Mm-Cpn inhibitor -6%, D3 ag -3, EPAC2 ag 6%, CCT modulator -2.0 and EPAC2 antag -1%.
`COc1ccc(CN2CCC(n3nccc3NC(=O)CCCc3ccccc3)CC2)cc1C` gave Akt phos inh inactive, PTHR1 ag inactive, DRD3 antagonist inconclusive, Mm-Cpn inhibitor 0%, D3 ag -14, EPAC2 ag 4%, CCT modulator -2.9 and EPAC2 antag -1%.
`CCOc1ccc(NC(=O)CN(C)C(=O)c2sc3ccccc3c2Cl)cc1OCC` gave Akt phos inh inactive, PTHR1 ag -21%, DRD3 antagonist 14, Mm-Cpn inhibitor -12%, D3 ag -4, EPAC2 ag 8%, CCT modulator 0.4 and EPAC2 antag -19%.
`Cc1ccc(NC(=O)c2nc(S(=O)(=O)Cc3ccccc3C)ncc2Cl)cc1C` gave Akt phos inh inactive, PTHR1 ag -24%, DRD3 antagonist -74*, Mm-Cpn inhibitor 0%, D3 ag -32, EPAC2 ag -8%, CCT modulator -1.6 and EPAC2 antag -2%.
For C/C(=N\NC(=O)c1ccn(C)n1)c1cccc(NC(=O)c2ccc(C)s2)c1 the results were Akt phos inh inactive, PTHR1 ag inactive, DRD3 antagonist -18, Mm-Cpn inhibitor 3%, D3 ag -15, EPAC2 ag 8%, CCT modulator -0.5 and EPAC2 antag 4%.
COc1ccc(N(C(C)C(=O)NC2CCCCCC2)S(C)(=O)=O)cc1 (stereo not drawn) was read as Akt phos inh inactive, PTHR1 ag inactive, DRD3 antagonist 4, Mm-Cpn inhibitor 1%, D3 ag -1, EPAC2 ag 9%, CCT modulator 0.8 and EPAC2 antag 1%.
Screening CC(C)c1ccc(OCC(=O)N(c2ccccn2)C2CCCCC2)cc1 returned Akt phos inh inactive, PTHR1 ag -11%, DRD3 antagonist 18, Mm-Cpn inhibitor -2%, D3 ag 5, EPAC2 ag 3%, CCT modulator 0.4 and EPAC2 antag 5%.
`CCCNC(=O)c1c(N)n(-c2cc(OC)cc(OC)c2)c2nc3ccccc3nc12` gave Akt phos inh inactive, PTHR1 ag -9%, DRD3 antagonist 3, Mm-Cpn inhibitor 0%, D3 ag 1, EPAC2 ag -1%, CCT modulator -0.3 and EPAC2 antag -3%.
Screening CCOCCCNC(=O)c1ccc(OC2CCN(C(C)=O)CC2)c(OC)c1 returned Akt phos inh inactive, PTHR1 ag -22%, DRD3 antagonist -7, Mm-Cpn inhibitor 0%, D3 ag -9, EPAC2 ag 6%, CCT modulator 1.2 and EPAC2 antag -3%.
Screening Fc1ccc2cnc(CCO[C@H]3CCCCO3)cc2c1 returned Akt phos inh inactive, PTHR1 ag -84%[inhibitor], DRD3 antagonist inconclusive, Mm-Cpn inhibitor 3%, D3 ag -9, EPAC2 ag 7%, CCT modulator -0.8 and EPAC2 antag 6%.
COC(=O)c1sccc1NC(=O)c1ccccc1[N+](=O)[O-] was read as Akt phos inh inactive, PTHR1 ag inactive, DRD3 antagonist -10, Mm-Cpn inhibitor 3%, D3 ag 3, EPAC2 ag -9%, CCT modulator 0.9 and EPAC2 antag -3%.
O=C(Cc1ccsc1)NCC(c1ccco1)N1CCCCC1 (stereo not drawn) was read as Akt phos inh inactive, PTHR1 ag -2%, DRD3 antagonist inconclusive, Mm-Cpn inhibitor -3%, D3 ag -1, EPAC2 ag -20%, CCT modulator -1.5 and EPAC2 antag 4%.
For O=C(CSc1ccc2ccccc2n1)NC1CC1 the results were Akt phos inh inactive, PTHR1 ag -23%, DRD3 antagonist -9, Mm-Cpn inhibitor -1%, D3 ag -5, EPAC2 ag -9%, CCT modulator 1.6 and EPAC2 antag 6%.
Screening Cc1c(C)c2ccc(OC(C)C(=O)NCCc3c[nH]c4ccccc34)cc2oc1=O (stereo not drawn) returned Akt phos inh inactive, PTHR1 ag -5%, DRD3 antagonist -3, Mm-Cpn inhibitor -2%, D3 ag 9, EPAC2 ag 10%, CCT modulator -1.9 and EPAC2 antag 9%.
